LYP inhibition = PTPN22 lymphoid phosphatase activity blockers – biochemical, fluorescence intensity, uHTS (AID 1779) | 0.054% of 290,000 active | recombinant LYP phosphatase, fluorescence intensity; higher % means a stronger effect | one-dose inhibition, % at 11.5 µM; IC50 in µM for titrated hits; in the data active = inhibition above about 50%;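 note: plate controls were vehicle with enzyme for no effect and no enzyme for full effect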
The depositor's hits bear a star. A portion of the library; count on the stated rates, not on these rows.

Structure	LYP inhibition
COc1ccc(OC)c(S(=O)(=O)Nc2c(NC3CCCCC3)c3ccccc3oc2=O)c1	-2%
COc1cccc(NC(=O)CN2C(=O)c3cccnc3Oc3ccc(Cl)cc32)c1	-5%
CCN(CC1CCCN(CCc2cccc(OC)c2)C1)C(=O)C=C(C)C (configuration not stated)	-11%
O=C(c1cccc(Cl)c1)C1CCCN(S(=O)(=O)c2ccccc2)C1 (configuration not stated)	-7%
Cc1cccc(OCC(=O)NCCCNC(=O)c2ccco2)c1	-8%
COc1cccc(CN(C(=O)c2ccccc2Cl)C2CCS(=O)(=O)C2)c1 (configuration not stated)	-12%
O=C(CSc1nccn1Cc1ccco1)Nc1ccccc1	-7%
O=C(NCc1ccc(Cl)cc1)C1CCN(C(=O)Cc2ccccc2)CC1	-10%
Cc1cccc(C(=O)Nc2cccc(C(=O)N/N=C/c3ccc4c(c3)OCO4)c2)c1	-5%
C#CCn1ccc(O)c(Cc2ccccc2)c1=O	-12%
COc1c(N2CCN[C@H](C)C2)c(F)cc2c(=O)c(C(=O)O)cn(C3CC3)c12	-10%
N#Cc1ccc(OCC(O)CN2CCN(c3ncc(C(F)(F)F)cc3Cl)CC2)cc1 (configuration not stated)	-7%
CC(C)(C)c1ccc(Oc2coc3cc(OCC(=O)O)ccc3c2=O)cc1	1%
COc1ccc(Cc2nc3ccc(C(=O)N(C)C(C)c4nccs4)cc3o2)cc1 (configuration not stated)	-10%
Cc1cccc(-c2onc3ccc(C(=O)/C=C/N(C)C)cc23)c1	-2%
CC(=O)Nc1nnc(S(=O)(=O)N2CCN(c3ccc([N+](=O)[O-])cc3Cl)CC2)s1	1%
Cc1cc(=O)[nH]c(SCC(=O)Nc2nonc2C)n1	-6%
O=C(/C=C/c1ccc(Cl)cc1)NC(=S)Nc1ccc(C(=O)O)cc1	48%
COc1ccc(C)cc1NC(=O)C1CCN(S(=O)(=O)c2ccc3c(c2)NC(=O)CO3)CC1	-9%
COc1ccccc1N1CCN(C(=O)c2sc3nc(C)nc(N4CCN(c5ccccn5)CC4)c3c2C)CC1	-5%
O=C(c1ccc(NC2=NC3CS(=O)(=O)CC3S2)cc1)N1CCN(c2ccccc2F)CC1 (configuration not stated)	-15%
O=[N+]([O-])c1ncccc1OCc1ccc(-c2ccccc2)cc1	-5%
Cc1ccc(S(=O)(=O)c2c[nH]c3ccc(Cl)cc3c2=O)cc1	-6%
CCOc1ccccc1N(CC(=O)NCc1ccncc1)S(=O)(=O)c1ccccc1	-4%
CC(=O)c1ccccc1OCCn1nc(C(=O)O)c2ccccc2c1=O	-15%
CCN1C(=O)[C@H]2[C@@H](c3ccc(OC)cc3)N3C(=O)CN(CC4CC4)C(=O)[C@@]3(C)[C@H]2C1=O	-16%
COc1cc(CC(=O)Nc2sc3c(c2C(N)=O)CCCC3)cc(OC)c1OC	-10%
CC(OC(=O)C1CCN(S(=O)(=O)c2ccc(Cl)cc2)CC1)C(=O)NC1CCCCC1C (configuration not stated)	-5%
COc1cc(Cl)c(C)cc1NC(=O)Cc1cccs1	-4%
Cc1ccc(-n2c(-c3ccccc3)n[nH]c2=S)c(C)c1	-6%

The closing 3 entries of the part before come first, to join the parts.
Structure	LYP inhibition
CC(OC(=O)C1CCN(S(=O)(=O)c2ccc(Cl)cc2)CC1)C(=O)NC1CCCCC1C (configuration not stated)	-5%
COc1cc(Cl)c(C)cc1NC(=O)Cc1cccs1	-4%
Cc1ccc(-n2c(-c3ccccc3)n[nH]c2=S)c(C)c1	-6%
O=C(NCc1nnc(SCC(=O)N2CCN(c3ccccc3)CC2)o1)c1c(F)cccc1Cl	-13%
Cc1cc(F)ccc1S(=O)(=O)N1CCCOC1CNC(=O)C(=O)NCC(C)C (configuration not stated)	-8%
CCN(CC)S(=O)(=O)c1cccc(NC(=O)CC2CCCC2)c1	-6%
COc1ccc(S(=O)(=O)N2CCN(Cc3cc(OC)c(OC)c(OC)c3)CC2)cc1	0%
COCCNC(=O)C(c1ccc(C)cc1)N(C(=O)CCC(=O)Nc1ccccn1)c1cccc(C)c1 (configuration not stated)	-2%
COc1ccccc1NC(=O)c1ccc2c(c1)N(CC(=O)NC(C)C)C(=O)C(C)(C)O2	-10%
COc1ccc(C(=O)C2CCN(CC(=O)Nc3ccc(OC)cc3OC)CC2)cc1	4%
O=C(Cc1c(F)cccc1Cl)NCCc1c[nH]c2ccccc12	3%
Cc1ccc(C)c(OCc2cc(C(=O)N3CCC(N4CCCC(O)C4)CC3)no2)c1 (configuration not stated)	-11%
COc1ccc(-n2c(SCC(=O)Nc3ccc(C(=O)O)cc3)nnc2-c2ccccc2)cc1OC	-8%
O=C(Nc1nncs1)C12CC3CC(CC(C3)C1)C2	-4%
CSc1ccc(C(=O)C2CCCN(C(=O)CCn3cncn3)C2)cc1 (configuration not stated)	2%
CCn1c(SCC(=O)Nc2ccccc2F)nnc1-c1cnccn1	2%
O=C(CCN1C(=O)/C(=C\C=C\c2ccccc2)SC1=S)Nc1cccc(C(=O)O)c1	-2%
COc1ccccc1CNC(=O)C1CCN(C(=O)c2sccc2-n2cccc2)CC1	-7%
O=C(CCCCCl)Nc1c2c(nc3ccccc13)CCC2	-9%
CCc1ccc(NC(=O)CSc2ccc(-c3sc(C)nc3C)nn2)cc1	-9%
CC(C)(C)OC(=O)CNC(=O)c1[nH]cnc1C(=O)NCCCCCNC(=O)OC(C)(C)C	-10%
Cc1cc(NC(=O)CCC(=O)N(c2ccccc2)C(C(=O)NC(C)(C)C)c2ccccc2Cl)no1 (configuration not stated)	1%
COc1ccc(CNC(c2ccccc2)c2ccc(Cl)cc2)cc1 (configuration not stated)	-8%
Cc1ccc(-c2nc(NCCN(C)C)c3ccccc3n2)cc1	-6%
Cc1nc2ccccc2c(=O)n1NC(=O)c1ccccc1F	-4%
O=C(Nc1nc2ccccc2s1)c1ccccc1[N+](=O)[O-]	-7%
CC1Cc2cc(S(=O)(=O)N3CCC(C(=O)N(C)Cc4ccccc4)CC3)ccc2N1C(=O)C1CC1 (configuration not stated)	-6%
CCN(CC)c1ccc(N=C2C(=O)Nc3ccccc32)cc1	-10%
O=C(NC1CC2CCCC(C1)N2Cc1ccccc1)c1cccc(F)c1 (configuration not stated)	-10%
C=CCn1c(SCC(=O)NC2CCCC2)nnc1-c1cccnc1	-4%
Cc1nc2ccc(S(=O)(=O)N(C)CC(=O)NCc3ccc(N(C)C)cc3)cc2s1	-12%
Clc1cccc(CN2CCSCC2)c1Cl	-10%
CCOc1ccc2oc(-c3ccccc3)c(C(N)=O)c2c1	-12%

The list goes on:
Structure	LYP inhibition
O=C(CCc1nnc2ccc(NCc3ccc(Cl)cc3)nn12)NC1CCCCC1	-8%
Cc1cc(OCCn2nc(C(=O)O)c3ccccc3c2=O)ccc1C(C)C	-6%
CCCCCCOc1ccc(/C=N/NC(=O)C2CC2)cc1	-3%
O=C(Nc1ncc([N+](=O)[O-])s1)c1ccco1	-3%
CCN(C(=O)CN1C(=O)c2ccc([N+](=O)[O-])cc2C1=O)C1CCCCC1	-7%
COc1cc(C(C(=O)NC2CCCC2)N(Cc2ccco2)C(=O)c2snc(C(N)=O)c2N)cc(OC)c1OC (configuration not stated)	-2%
Cc1ccc(NC(=O)C2CC3CCC2C3)c(Br)c1 (configuration not stated)	-7%
CC1CCCN(C2(O)C(=O)Nc3ccc([N+](=O)[O-])cc32)C1 (configuration not stated)	-2%
COc1ccc(CNC(=O)CCN2C(=O)[C@@H]3Cc4ccccc4CN3C2=O)cc1	-7%
COc1ccc(-n2c(SCC(N)=O)nnc2-c2ccco2)cc1	-8%
CCNS(=O)(=O)c1ccc(CCC(=O)NCc2ccccn2)cc1	-9%
CCCCNC(=O)[C@H]1C[C@H]1[C@@H](O)[C@H](CO)NC(=O)[C@H](CC(C)C)NC(=O)OC(C)(C)C	-8%
CCc1ccc(C(=O)Nc2cccc(-c3nn[nH]n3)c2)s1	-9%
Cc1coc2cc3oc(=O)c(CCC(=O)N4C[C@H]5C[C@@H](C4)c4cccc(=O)n4C5)c(C)c3cc12	-10%
CC(NS(=O)(=O)c1ccc2c(c1)C(C)(C)C(=O)N2C)c1ccccc1 (configuration not stated)	-13%
Cc1c(Br)c([N+](=O)[O-])nn1CC(=O)Nc1ccc2nc3n(c(=O)c2c1)CCCC3	-2%
Cc1ccc(C2SCC(=O)N2Cc2ccccc2)cc1 (configuration not stated)	-8%
O=C(CCNC(=O)C1CCN(S(=O)(=O)c2ccc(F)cc2)CC1)NCc1ccccc1	-7%
CCOc1cc2[nH]c(=S)n(Cc3ccc(C(=O)O)cc3)c(=O)c2cc1OCC	5%
COC(=O)C1=C(CS(=O)(=O)c2ccc(Cl)cc2)NC(=O)NC1c1ccc(O)c(OC)c1 (configuration not stated)	-12%
COCCCC1CCN(C(=O)C2CCC(=O)N(C3CCCC3)C2)CC1 (configuration not stated)	-2%
COc1cc2c(cc1OC)C(C)N(C(=O)/C=C/c1cc(OC)c(OC)c(OC)c1)CC2 (configuration not stated)	-6%
C/C(=N\NC(=O)c1ccccc1F)c1cccc(NC(=O)c2ccccc2)c1	-10%
O=C(NCc1cccs1)C1CCN(S(=O)(=O)c2cccc([N+](=O)[O-])c2)CC1	-6%
COc1ccc(OCc2nnc3n2N=C(c2ccccc2)C(CC(=O)O)S3)cc1 (configuration not stated)	-2%
CC(C)NC(=O)C(c1ccc(F)cc1)N(C(=O)CCC(=O)Nc1ccccn1)C1CCCC1 (configuration not stated)	-14%
O=C(OCN1C(=O)c2ccccc2C1=O)c1cccc(OC(F)F)c1	-11%
Cc1ccc(N=Cc2c(O)c3ccccc3oc2=O)c(C)c1	-11%
OCC[C@@H]1C[C@H](O)[C@@H](O)[C@@]2(OCCCc3ccccc32)O1	-14%
COc1ccc(NCCc2ccccn2)cc1	-12%

Retrieved by structure from the list above:
Structure	LYP inhibition
CCOc1cc2[nH]c(=S)n(Cc3ccc(C(=O)O)cc3)c(=O)c2cc1OCC	5%
COCCCC1CCN(C(=O)C2CCC(=O)N(C3CCCC3)C2)CC1 (configuration not stated)	-2%
Clc1cccc(CN2CCSCC2)c1Cl	-10%
COc1ccc(-n2c(SCC(=O)Nc3ccc(C(=O)O)cc3)nnc2-c2ccccc2)cc1OC	-8%

(further entries)
Structure	LYP inhibition
O=S(=O)(Nc1ccc2[nH]ncc2c1)c1ccccc1Cl	-10%
Cc1ccc2c(c1)N(CCC(=O)NC1CCCCC1)C(=O)CO2	-8%
Cc1cc2[nH]c(=O)c(=O)[nH]c2cc1S(=O)(=O)N1CCN(c2ccccc2F)CC1	-9%
CC1=C(C(=O)OC(C)C)C(c2ccc(Cl)cc2)n2c(s/c(=C\c3ccc(OCC(=O)O)cc3)c2=O)=N1 (configuration not stated)	13%
Oc1ccc(Br)cc1Cn1nnc2ccccc21	-11%
Cc1cc(=O)[nH]c2ccc(S(=O)(=O)NCc3ccccc3)cc12	-15%
COC(=O)c1c(C)oc2ccc(N(C(C)=O)S(=O)(=O)c3ccccc3)cc12	-3%
O=C1CNC(=S)N1CCCc1ccccc1	-9%
Cc1ccc(/C=C(\NC(=O)c2ccccc2)C(=O)N2CCCCC2)cc1	-11%
CC(NCC(=O)Nc1cc(Cl)cc(Cl)c1)c1ccccc1 (configuration not stated)	-13%
CC(C)C(OC(=O)c1nsc(Cl)c1Cl)C(=O)NCC1CCCO1 (configuration not stated)	-8%
CCCc1c(C(=O)N/N=C/c2cccc(OCc3ccc(F)cc3)c2)nnn1-c1nonc1N	0%
O=C(CNc1ccccc1Cl)c1ccc(Br)cc1	-7%
COc1ccc(C(=O)N[C@H](C(=O)NCc2ccccc2)C(C)C)cc1	-7%
O=C1CN(S(=O)(=O)c2cc(Cl)ccc2Cl)c2ccccc2N1	-6%
Cc1ccc(S(=O)(=O)Nc2ccc(O)c(S(=O)(=O)c3ccc(C)cc3)c2)cc1	-5%
C=CCN1C(=O)c2ccccc2Sc2ccc(C(=O)NCC(OC)OC)cc21	-7%
Cc1ccc2nc(SCC(=O)Nc3cc(C)on3)c(C)cc2c1	-5%
CC(=O)Nc1ccc2nc(-c3cccn3C)[nH]c2c1	-5%
NC(=O)c1nsc(C(=O)N(Cc2cccnc2)C(C(=O)NCc2ccccc2)c2ccc(O)cc2)c1N (configuration not stated)	-6%
Cc1csc(NC(=O)CCC(=O)N(CC(=O)NC2CCCC2)Cc2ccccc2)n1	-4%
COc1ccccc1C1CCN(Cc2ccccc2Cl)CC1	-10%
Clc1cccc(Cl)c1CNCCCSc1ncccn1	-6%
CCCNC(=S)Nc1cc2oc3ccccc3c2cc1OC	-1%
COc1ccc(-n2ncc3c2CC(C)(C)CC3NC(=O)CN2CCOC2=O)cc1 (configuration not stated)	-7%
Cc1noc(C)c1C(=O)N(CC(C)C)c1nc2ccccc2s1	-9%
CSc1ccc(CNC(=O)C2Cc3cc(S(=O)(=O)N4CCCCC4)ccc3N2C(C)=O)cc1 (configuration not stated)	2%
COc1ccc(C(=O)NNC(=O)CSc2nnc(C(C)C)n2C)cc1	-7%
CC1CCN(C(=O)c2ccc(NS(=O)(=O)c3cccs3)cc2)CC1	-2%
Cc1nn(CCCC(=O)NC2CCC(C)CC2)c(=O)c2nn(-c3ccccc3)c(C)c12 (configuration not stated)	-4%

Ordered by the number under LYP inhibition (high to low): four from the list above.
smiles,LYP inhibition
COC(=O)c1c(C)oc2ccc(N(C(C)=O)S(=O)(=O)c3ccccc3)cc12,-3%
Cc1csc(NC(=O)CCC(=O)N(CC(=O)NC2CCCC2)Cc2ccccc2)n1,-4%
NC(=O)c1nsc(C(=O)N(Cc2cccnc2)C(C(=O)NCc2ccccc2)c2ccc(O)cc2)c1N (configuration not stated),-6%
C=CCN1C(=O)c2ccccc2Sc2ccc(C(=O)NCC(OC)OC)cc21,-7%

Compound activity from PubChem.
